Assay outcomes from PubChem BioAssay.
CXCR6 block: inhibitors of human CXCR6 receptor; O00574; CHO-K1 PathHunter CXCR6 beta-arrestin, luminescence; inhibition, % at 20 µM; 0.36% of 360,000 active; AID 602244; in the data active = inhibition above about 34%, passing the limit was not always enough;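 note: antagonist mode with CXCL16 agonist at 10 nM final; 0% = 10 nM CXCL16 with DMSO and 100% = unstimulated wells without agonist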
Target sequence (O00574 whole entry, looked up): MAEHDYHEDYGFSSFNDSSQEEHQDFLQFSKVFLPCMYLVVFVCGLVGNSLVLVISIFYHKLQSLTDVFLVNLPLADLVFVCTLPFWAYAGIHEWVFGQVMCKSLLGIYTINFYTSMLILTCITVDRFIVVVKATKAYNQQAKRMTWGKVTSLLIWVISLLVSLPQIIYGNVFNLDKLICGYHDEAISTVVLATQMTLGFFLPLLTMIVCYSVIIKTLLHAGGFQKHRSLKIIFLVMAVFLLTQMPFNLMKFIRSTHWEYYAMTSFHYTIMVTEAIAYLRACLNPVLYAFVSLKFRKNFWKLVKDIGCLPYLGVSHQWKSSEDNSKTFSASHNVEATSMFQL
UPR XBP1 act: activators of adaptive arm of unfolded protein response (XBP1) | CHO-XBP1 luciferase reporter, IRE1-XBP1 UPR activation, luminescence; percent of tunicamycin response, DMSO as zero | activation, % at 20 µM | 0.33% of 330,000 active;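 active = versus positive control, 20 µM dose yields 30% or more activation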;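 note: 100% = tunicamycin at 10 µg/mL and 0% = DMSO only wells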
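incubation = overnight seeding at 37 °C, 6 h compound treatment at 37 °C | assay system = CHO-XBP1 cells stably carrying IRE1-XBP1-driven luciferase reporter | input = 1000 cells per well | detection = luciferase luminescence | dosing = single point, 20 µM final compound, 1% DMSO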
Jurkat NFkB inh: lowers PMA/ionomycin-induced NF-kB signal in Jurkat cells | PMA/ionomycin-induced NF-kB luciferase reporter, luminescence | inhibition, % at 4 µM | 0.53% of 330,000 active; in the data active = inhibition above about 50%
Mdm2-MdmX inh: human Mdm2/MdmX binding inhibition | 3% of 330,000 active | inhibition, % at 8 µM | O15151+Q00987 | SaOS-2 split-luciferase Mdm2/MdmX complementation, luminescence | AID 485346;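 active = inhibition of at least 50% at 8 µM in the primary screen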
697 NFkB inh: inhibitors of the PMA/ionomycin-induced NF-kB reporter in 697 B cells | 697 B-cell NF-kB luciferase reporter, 16 h | inhibition, % at 4 µM | 0.33% of 330,000 active | AID 435022; in the data active = inhibition above about 35%
CCR6 antag: CCR6 (human) receptor antagonism; P51684; CHO-K1 CCR6 PathHunter beta-arrestin, luminescence, CCL20-stimulated; inhibition, % at 20 µM; 0.49% of 340,000 active;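 active = compounds whose inhibition of the agonist-driven luminescence signal at 20 µM reaches about 50%, limit read from the data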;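 note: cells stimulated with CCL20 at 14 nM final; plate controls were DMSO with CCL20 for no effect and DMSO without agonist for full effect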
Target sequence (P51684 whole entry, looked up): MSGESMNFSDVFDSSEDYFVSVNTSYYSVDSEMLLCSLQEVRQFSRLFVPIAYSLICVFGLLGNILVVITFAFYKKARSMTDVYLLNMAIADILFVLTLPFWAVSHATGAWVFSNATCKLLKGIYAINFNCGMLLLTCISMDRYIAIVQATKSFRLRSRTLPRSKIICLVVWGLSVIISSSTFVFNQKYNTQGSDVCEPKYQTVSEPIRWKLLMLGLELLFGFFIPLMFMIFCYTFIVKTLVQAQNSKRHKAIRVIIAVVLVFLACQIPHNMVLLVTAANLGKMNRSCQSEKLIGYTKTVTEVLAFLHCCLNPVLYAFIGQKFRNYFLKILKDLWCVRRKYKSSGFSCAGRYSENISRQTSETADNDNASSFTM
EBI2 block: EBI2 (human) antagonism; EBI2 beta-arrestin recruitment, luminescence, 7a,25-OHC stimulated; P32249; 0.81% of 360,000 active; inhibition, % at 5 µM; in the data active = inhibition above about 38%;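 note: enzyme fragment complementation signal reports receptor beta-arrestin coupling in cells; 0% = agonist plus DMSO wells and 100% = wells without agonist; some results beyond the cut were filed as inactive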
Target sequence (P32249 whole entry, looked up, the tested form may be a part): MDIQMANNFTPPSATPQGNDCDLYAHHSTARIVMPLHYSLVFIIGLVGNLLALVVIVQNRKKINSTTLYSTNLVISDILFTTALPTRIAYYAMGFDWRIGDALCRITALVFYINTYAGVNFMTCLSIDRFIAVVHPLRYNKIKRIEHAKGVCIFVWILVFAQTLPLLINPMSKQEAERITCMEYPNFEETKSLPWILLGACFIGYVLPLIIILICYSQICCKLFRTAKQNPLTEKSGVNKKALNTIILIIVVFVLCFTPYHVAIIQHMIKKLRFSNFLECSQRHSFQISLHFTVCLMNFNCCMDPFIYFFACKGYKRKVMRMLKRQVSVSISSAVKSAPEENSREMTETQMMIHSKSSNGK
UPR CHOP act: apoptotic UPR (CHOP) activation; CHO-CHOP luciferase reporter, luminescence; percent of tunicamycin response over DMSO baseline; activation, % at 10 µM; 0.34% of 330,000 active;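 active = at 10 µM dose, activation of 40% or more, normalized to positive control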;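 note: 100% = tunicamycin at 10 µg/mL and 0% = DMSO alone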
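Assay system: CHO-CHOP cells, stable luciferase reporter of PERK-eIF2a-CHOP signalling / Buffer or medium: F12 plus 10% serum / Compound dosing: one dose, 10 µM in 0.5% DMSO / Times: 6 h compound treatment, 37 °C / Technique: luciferase luminescence / Read-out: % reporter activation, DMSO baseline versus tunicamycin full activation / Benchmarks: tunicamycin and DMSO controls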
Gli-Sufu antag: blocks Gli-Sufu signaling in a luciferase reporter | 0.74% of 340,000 active | Sufu-KO-LIGHT fibroblasts, Gli luciferase reporter luminescence | inhibition, % at 5 µM;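 active = inhibition above about 55%, limit read from the data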;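 note: 0% = DMSO-treated cells and 100% = wells with medium but no cells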
Numbers without * were called inactive; . = not tested or not shown. Not a hit list. Share with any hit: about 5%.

SMILES | CXCR6 block | UPR XBP1 act | Jurkat NFkB inh | Mdm2-MdmX inh | 697 NFkB inh | CCR6 antag | EBI2 block | UPR CHOP act | Gli-Sufu antag
COc1ccccc1N1CCN(C(=O)C2CCN(S(=O)(=O)c3ccc4c(c3)CC(C)N4C(C)=O)CC2)CC1 (stereo not drawn) | -6 | -6 | 8 | 20 | -20 | 15 | 2 | 0.5 | 11
O=S(=O)(CCc1ccncc1)C1Cc2cccc3cccc1c23 (stereo not drawn) | 6 | 1 | -2 | -15 | -3 | 3 | -2 | -1.2 | 12
COCCNC(=O)CSCc1cc(C)cc(C)c1 | -3 | -1 | 11 | 8 | 20 | 7 | -4 | 0.1 | -4
COc1ccc(C(=O)Nc2ccc(N3CCOCC3)cc2)cc1S(=O)(=O)N1CCOCC1 | -12 | -1 | 0 | 13 | 19 | 4 | -2 | 1.4 | -2
O=C(CS(=O)(=O)c1ccc(C(F)(F)F)cn1)NNC(=O)c1ccccc1 | -2 | -1 | 6 | -2 | 28 | 10 | 0 | -0.5 | 4
COC(=O)c1ccc(C2c3c(oc4ccccc4c3=O)C(=O)N2CCCN2CCOCC2)cc1 (stereo not drawn) | 0 | 1 | -14 | 3 | 6 | 15 | -6 | -1.1 | 5
CCn1c2ccccc2c2cc(NC(=O)c3cccc([N+](=O)[O-])c3C)ccc21 | 8 | 0 | -43 | 35 | -42 | 21 | 26 | -2.5 | 37
O=C(CCNS(=O)(=O)c1ccccc1)NCCSc1ccc(Br)cc1 | 7 | -1 | -10 | -28 | -10 | 12 | 51* | -1.0 | -4
COc1ccc(-c2cc(C(=O)N3CCCC3)c3ccccc3n2)cc1OC | 3 | -3 | 2 | 19 | -4 | -5 | 5 | 3.3 | 10
O=C(/C=C/c1ccc([N+](=O)[O-])cc1)N(c1ccccn1)C1CCCCC1 | 3 | -3 | -7 | 15 | -3 | 12 | 6 | 0.1 | 7
Cc1ccc(OCC(=O)Nc2ccc(S(=O)(=O)N3CCCC3)cc2)cc1 | -5 | 3 | 5 | 12 | -3 | 0 | 4 | -0.4 | -24
CC1CC(C)CN(S(=O)(=O)c2ccc(NC(=S)NC(=O)c3ccccc3)cc2)C1 (stereo not drawn) | 23 | 2 | -2 | 28 | -5 | 35 | 47* | 0.5 | 2
CCOC(=O)N1CCN(C(=O)C(=O)Nc2ccc3nc4n(c(=O)c3c2)CCCCC4)CC1 | -3 | -3 | 0 | -8 | 17 | 4 | -6 | -2.0 | .
CCCCNC(=O)c1cc(C)no1 | -2 | 0 | -6 | 8 | 1 | 2 | -7 | -0.6 | 0
CCCCN(CC)CCNC(=O)c1cc2c(-c3ccc(Cl)cc3)nn(C)c2s1 | -11 | 3 | 19 | 58* | 3 | 9 | -6 | 3.3 | 8
COc1ccc(/C=C2\SC(=S)N(CCCC(=O)N3CCN(C)CC3)C2=O)cc1 | 5 | -3 | -5 | 26 | 5 | 15 | 13 | -1.6 | -4
COCCNCC(O)CON=C1c2ccccc2-c2ccccc21 (stereo not drawn) | -5 | 1 | -22 | 16 | -13 | 0 | -7 | -2.0 | 16
Cc1[nH]c2ccc(F)cc2c1CCN(Cc1cccnc1)C(=S)Nc1cccc(F)c1 | -2 | -6 | -5 | 19 | 13 | 1 | 23 | 0.3 | 3
Cn1c(SCC(=O)N2CCCCC2)nnc1-c1ccc(S(=O)(=O)N2CCOCC2)cc1 | 3 | 4 | -6 | 18 | 16 | -7 | -6 | 2.5 | 0
C=CCn1c(C)c(C(=O)OCC)c2cc(O)c3ccccc3c21 | -16 | 12 | 7 | -6 | 3 | -12 | -5 | -1.2 | -3
COc1cc(C(=O)NNC(=O)c2cc(S(=O)(=O)N(C)C)ccc2N2CCCC2)cc(OC)c1OC | -3 | 0 | -2 | 15 | 23 | 7 | -4 | 1.1 | 4
CCOC(=O)c1sc(NC(=O)C2CC2)cc1C | 8 | 8 | 0 | -38 | 3 | -1 | -10 | 2.3 | -4
Cc1ccn(C(=O)c2ccc(NC(=O)C3CCCCC3)cc2)n1 | 6 | 2 | -32 | -3 | -49 | 13 | 7 | 7.0 | -10
Cc1c(Cl)cccc1NC(=O)CSCC(N)=O | -2 | -4 | 2 | 26 | 23 | 11 | -8 | -0.1 | 4
CC1(C)Cc2c(ccc3ccccc23)C(=O)N1 | -5 | 2 | -23 | 52* | -21 | -1 | 10 | -0.6 | -14

Structures shown so far that contain an aryl thioether with sulfur outside any ring, in the order listed:
SMILES | CXCR6 block | UPR XBP1 act | Jurkat NFkB inh | Mdm2-MdmX inh | 697 NFkB inh | CCR6 antag | EBI2 block | UPR CHOP act | Gli-Sufu antag
O=C(CCNS(=O)(=O)c1ccccc1)NCCSc1ccc(Br)cc1 | 7 | -1 | -10 | -28 | -10 | 12 | 51* | -1.0 | -4
Cn1c(SCC(=O)N2CCCCC2)nnc1-c1ccc(S(=O)(=O)N2CCOCC2)cc1 | 3 | 4 | -6 | 18 | 16 | -7 | -6 | 2.5 | 0

Ordered by molar mass (low to high): part of the list above
SMILES | CXCR6 block | UPR XBP1 act | Jurkat NFkB inh | Mdm2-MdmX inh | 697 NFkB inh | CCR6 antag | EBI2 block | UPR CHOP act | Gli-Sufu antag
CC1(C)Cc2c(ccc3ccccc23)C(=O)N1 | -5 | 2 | -23 | 52* | -21 | -1 | 10 | -0.6 | -14
Cc1c(Cl)cccc1NC(=O)CSCC(N)=O | -2 | -4 | 2 | 26 | 23 | 11 | -8 | -0.1 | 4
Cc1ccn(C(=O)c2ccc(NC(=O)C3CCCCC3)cc2)n1 | 6 | 2 | -32 | -3 | -49 | 13 | 7 | 7.0 | -10
COCCNCC(O)CON=C1c2ccccc2-c2ccccc21 (stereo not drawn) | -5 | 1 | -22 | 16 | -13 | 0 | -7 | -2.0 | 16
COc1ccc(-c2cc(C(=O)N3CCCC3)c3ccccc3n2)cc1OC | 3 | -3 | 2 | 19 | -4 | -5 | 5 | 3.3 | 10
Cc1ccc(OCC(=O)Nc2ccc(S(=O)(=O)N3CCCC3)cc2)cc1 | -5 | 3 | 5 | 12 | -3 | 0 | 4 | -0.4 | -24
O=C(CS(=O)(=O)c1ccc(C(F)(F)F)cn1)NNC(=O)c1ccccc1 | -2 | -1 | 6 | -2 | 28 | 10 | 0 | -0.5 | 4
Cn1c(SCC(=O)N2CCCCC2)nnc1-c1ccc(S(=O)(=O)N2CCOCC2)cc1 | 3 | 4 | -6 | 18 | 16 | -7 | -6 | 2.5 | 0
COc1cc(C(=O)NNC(=O)c2cc(S(=O)(=O)N(C)C)ccc2N2CCCC2)cc(OC)c1OC | -3 | 0 | -2 | 15 | 23 | 7 | -4 | 1.1 | 4
COc1ccccc1N1CCN(C(=O)C2CCN(S(=O)(=O)c3ccc4c(c3)CC(C)N4C(C)=O)CC2)CC1 (stereo not drawn) | -6 | -6 | 8 | 20 | -20 | 15 | 2 | 0.5 | 11

Further structures
SMILES | CXCR6 block | UPR XBP1 act | Jurkat NFkB inh | Mdm2-MdmX inh | 697 NFkB inh | CCR6 antag | EBI2 block | UPR CHOP act | Gli-Sufu antag
CC(C)CNc1ncnc2c1sc1nc(N3CCOCC3)c3c(c12)CC(C)(C)OC3 | -3 | 23 | -16 | 19 | 5 | -15 | 7 | -2.7 | 2
Cc1ncc(N=Nc2ccccc2Cl)c(-c2ccccc2)n1 | 4 | -2 | 13 | 34 | 3 | 22 | 2 | 1.3 | -2
Fc1ccccc1NC(=S)N1CCN(C/C=C/c2ccccc2)CC1 | 2 | -4 | 9 | -5 | 22 | -2 | -2 | -0.1 | 12
N#C/C(C(=O)N1CCCCC1)=C1/N=C(NC(=O)c2ccc(F)cc2)c2ccccc21 | -5 | -1 | 4 | 31 | 1 | -6 | -20 | 2.5 | -22
O=[N+]([O-])c1ccc(Oc2cccc(Br)c2)c2ccncc12 | 3 | -1 | -2 | 58* | 1 | 11 | -27 | 0.4 | 9
CCn1ccc(C(=O)Nc2c(C)nn(Cc3c(F)c(F)c(F)c(F)c3F)c2C)n1 | -5 | 0 | 14 | -15 | 13 | 4 | -34 | 0.3 | -1
Cc1ccccc1OCC(=O)OCC(=O)c1ccc(-c2ccccc2)cc1 | 4 | 0 | 0 | -19 | 10 | 19 | 4 | 2.3 | 4
CCN(CCCNC(=O)CN1C(=O)COc2ccccc21)c1cccc(C)c1 | -4 | -5 | 9 | 7 | 16 | 19 | 5 | -0.1 | 4
CCCCc1nc2cc(C(=O)N3CCCCC3CCO)ccc2o1 (stereo not drawn) | 4 | 0 | -25 | -39 | -86 | -1 | -6 | 7.9 | -23
COc1cc(C2CC(=O)NC3=C2C(=O)CC(C)(C)C3)cc(OC)c1O (stereo not drawn) | -5 | -3 | 10 | 9 | 8 | 5 | 6 | 1.0 | -1
O=C(NC1CCCCC1)c1cc2ccccc2cc1O | -9 | 3 | -26 | -2 | -3 | -7 | -8 | 3.4 | -3
CC(=O)c1cccc(NC(=O)c2cnn(-c3ccccc3)c2C)c1 | -8 | -2 | -43 | -42 | -60 | 13 | -7 | 6.1 | -67
COc1cc(NC(=O)CN(c2cc(C)cc(C)c2)S(=O)(=O)c2c(C)[nH]c(=O)[nH]c2=O)cc(OC)c1 | 0 | 0 | 0 | -5 | -11 | 0 | -5 | 0.8 | 4
O=C(c1cc2nc(-c3ccccc3)cc(-c3ccccc3)n2n1)N1CCCC1 | 16 | -2 | 4 | 34 | 27 | 10 | 10 | 1.9 | 17
C=C1CCN([C@H](C(=O)Nc2ccc(OC)cc2)C(C)C)S(=O)(=O)c2ccccc21 | -2 | 3 | 5 | -4 | 14 | -3 | -12 | -0.7 | 10
O=C(CSCc1ccccc1)N1CCN(c2cccc(C(F)(F)F)c2)CC1 | -8 | -7 | 2 | -2 | 0 | 26 | 16 | 0.9 | 1
CCCNC(=O)c1cccc(C(F)(F)F)c1 | -1 | 0 | 3 | 13 | 10 | -13 | -13 | 0.8 | 4
CCC1CCCCN1CCCNC(=O)Cn1ncn2nc(-c3ccc(OC)cc3)cc2c1=O (stereo not drawn) | -4 | -2 | -74 | 9 | -27 | 3 | -7 | 1.3 | 5
O=C(CN1C(=O)C2C3C=CC(C3)C2C1=O)NCc1ccccc1 (stereo not drawn) | -9 | -2 | -10 | 13 | 1 | -6 | -1 | -1.2 | -2
CCN1C(=O)C(=O)N(CC(=O)N2CCN(c3ccccc3)CC2)C1=O | -6 | -2 | 5 | 19 | 17 | 2 | -3 | 1.4 | 1
C=CCNc1nc(NCc2ccco2)nc(OCC)n1 | 3 | -3 | -4 | -8 | 12 | -10 | -3 | -0.9 | 1
CON(C)c1nc(Oc2ccc(=O)[nH]n2)nc(N(C)C)n1 | 7 | 1 | -6 | -7 | 15 | -3 | -9 | -1.7 | 6
O=C(CN(c1ccc(F)cc1)S(=O)(=O)c1ccccc1)Nc1ccccc1C(=O)O | -23 | 2 | -8 | -2 | -1 | 8 | -6 | -1.4 | -2
COc1cccc(NC(=O)CN2CCc3ccccc3C2)c1 | 2 | -4 | -5 | -52 | -6 | 1 | -1 | 2.4 | 30
O=C(NC(=S)NC1CCS(=O)(=O)C1)c1ccccc1Br (stereo not drawn) | 2 | -5 | -3 | 10 | 1 | 13 | 1 | -1.3 | -9
COc1ccc(-n2c(SCC(=O)N3CCC(C(=O)O)CC3)nc3ccccc3c2=O)cc1OC | 0 | 0 | 25 | 6 | 10 | 1 | -8 | 0.2 | -15
Cc1cnn(-c2nc(-c3cccs3)cc(C(F)(F)F)n2)c1 | -2 | 2 | 1 | 24 | -15 | 9 | -18 | -0.1 | 2
